# NCI-60 one-dose screen, 48 h, at 10 µM unless noted. Numbers give growth in % (100 = growth as untreated, 0 = no growth, -100 = all killed).
# 786-0: 786-0 renal cancer cells; 5.1% of 81,000 active; AID 1794775
# NCI-H322M: NCI-H322M lung cancer | 2.7% of 80,000 active | AID 1794733
# NCI-H460: NCI-H460 lung cancer. 6.8% of 82,000 active
# UO-31: UO-31 renal cancer; 5.2% of 81,000 active; AID 1794768
# ACHN: ACHN renal cancer; 4.9% of 81,000 active
# TK-10: TK-10 renal cancer cells. 3.9% of 81,000 active
# NCI-H522: NCI-H522 lung cancer; 8% of 78,000 active; AID 1794739
# RXF 393: RXF 393 renal cancer cells; 6.9% of 77,000 active; AID 1794773
# CAKI-1: CAKI-1 renal cancer. 4.7% of 75,000 active
# The depositor's hits bear a star; / = no result given; & = joins results of further samples. How the source made its calls: active means growth percent below 10; inactive means the rest. This is a random part of the collection. Share with any hit: about 11%.
SMILES,786-0,NCI-H322M,NCI-H460,UO-31,ACHN,TK-10,NCI-H522,RXF 393,CAKI-1
Cn1c(=O)c2[nH]c(/N=N/SCCC(=O)O)nc2n(C)c1=O,95.0,95.9,108.1,91.8,102.8,93.0,81.6,135.1,/
NC(N)=Nc1ccc(Oc2cccc(Nc3ccc(Cl)cc3)c2)cn1,35.4,-3.1*,-72.6*,39.1,30.9,50.0,-30.1*,1.2*,27.3
CCOC(=O)c1c2c(n(-c3ccccc3)c1-c1ccccc1)C=CC(C(C)(C)C)C2 (stereo not drawn),96.1,100.0,105.7,79.8,93.2,97.9,85.6,95.0,78.6
COc1cc2c(cc1OC(C)=O)CCCCC2=O,93.1,107.1,106.7,77.3,113.0,110.1,96.7,111.0,111.1
O=C(Nc1cccc(-c2ccccc2)c1)N1CCN(C(=O)Nc2cccc(-c3ccccc3)c2)CC1,100.4,122.8,101.1,82.3,102.8,116.1,89.8,38.2,/
COc1ccc(-c2nn3c(-c4cccnc4)nnc3s2)cc1OC,91.6,97.6,109.2,85.2,97.6,96.0,93.9,110.1,97.2
CCOC(=O)CNC(=O)CCC(NS(=O)(=O)c1ccc(C)cc1)C(=O)O (stereo not drawn),100.7,97.4,104.3,91.4,/,86.3,79.6,109.5,/
Cc1nc(N)c(Br)c(C)c1Br,/,100.3,102.1,91.5,107.6,108.8,102.8,105.0,91.0
O=C(Nc1ccc(OCc2ccc(Br)cc2)cc1)c1ccc2nc(NS(=O)(=O)c3ccc4ccccc4c3)sc2c1,94.4,95.8,112.9,65.9,99.4,110.6,91.2,114.9,82.4
O=C(NCc1ccc(Cl)cc1Cl)C1CCC(=O)N1c1nccs1 (stereo not drawn),95.4,88.7,110.0,80.0,94.6,94.5,82.6,110.6,83.9
COc1cc(/C=N/c2cc(C(C)(C)C)nn2-c2ccccc2)cc(OC)c1OC,92.9,110.6,97.9,79.1,94.9,123.4,59.6,100.0,/
Cc1cc2nc3c4ccccc4n(CCO)c3nc2cc1C,12.1,92.4,98.3,28.6,-6.2*,164.8,78.8,38.6,55.4
C=C1[C@]2(C)CC3[C@@]4(C)CC[C@H](O)C(C)(C)C4CC[C@@]3(C)[C@@]1(C(=O)OC)CC(C)C2=O (stereo partly drawn),108.0,96.0,105.5,88.1,99.7,106.5,86.8,111.4,87.6
CCOC(=O)c1[nH]c(C)c2c1CCc1cnc(N)nc1-2,98.5,110.0,104.4,89.7,90.1,176.0,97.7,110.8,83.6
C/C(CN1CCCCC1)=N\O,108.7,115.0,103.9,88.3,107.8,96.6,99.9,103.3,81.1
CSc1ccc(N)cc1,96.8,105.1,109.6,88.3,118.5,106.2,92.5,123.8,/
Cc1nnc2n1N=C(c1ccc(Cl)cc1)CS2,98.8,91.7,101.8,86.6,104.6,101.0,99.2,104.2,93.9
CCNC(=S)N(Cc1ccccc1)Cc1ccccc1,107.3,103.7,131.2,74.6,96.3,105.5,88.1,125.6,93.5
CCn1cc(C(=O)NNC(=S)Nc2ccc(Cl)cc2)c(=O)c2ccc(C)nc21,105.6,97.0,107.2,81.4,98.6,99.4,87.1,113.4,97.4
CC(=O)OCC1CCCN1C(C)=O (stereo not drawn),103.5,118.3,103.2,93.3,110.0,114.1,93.3,180.6,113.9
COc1ccc(C2CC(n3nnnc3-c3ccccc3)=NN2)cc1Br (stereo not drawn),103.6,115.2,99.0,87.4,96.4,118.6,90.3,105.8,93.9
COc1cc(CNC(=O)CCCC/C=C/C(C)C)ccc1OCc1cn(-c2cccc(Cl)c2)nn1,76.8,86.2,84.1,72.2,79.6,105.5,69.2,91.0,/
COc1ccc(NC(=O)c2ccc(C(=O)Nc3ccc(OC)cc3OC)cc2)c(OC)c1,51.2,91.3,95.9,52.4,71.9,69.7,76.4,40.5,68.1
FC(F)(F)c1ccc2c(c1)C(c1cncnc1)=C1CCCN3Cc4ccccc4C123 (stereo not drawn),95.7,110.4,102.3,80.0,100.0,107.6,90.2,98.5,75.3
COc1cc2c(cc1OC)N(CCO)C1=C(C(=O)OC1)C2c1cccc(Br)c1 (stereo not drawn),92.4,95.4,103.6,86.3,93.5,94.1,50.3,86.0,96.3
Cn1c(=O)c2nc(CC(=O)c3ccccc3)c(=O)[nH]c2n(C)c1=S,103.3,97.0,100.0,70.9,94.6,152.7,87.3,97.3,80.0
O=C(/C=C/c1ccc(O)c(O)c1)NCC(=O)NC(Cc1ccccc1)C(=O)O (stereo not drawn),106.0,104.0,109.4,80.6,103.7,101.9,87.4,113.7,99.3
CC(C)(N)CO[C@H]1C[C@H]2CC[C@@]1(C)C2(C)C,97.6,96.5,97.8,91.8,100.2,105.3,92.4,87.6,97.0
CCCCCOc1cccc(/C=C2\N=C3SCCCN3C2=O)c1,88.7,88.9,107.6,80.5,97.9,97.3,75.7,115.6,98.3
Nn1c(-c2ccccn2)nn2c(=O)c3cnn(-c4ccccc4)c3nc12,101.8,102.8,106.4,82.7,99.2,107.0,87.2,119.9,83.1
Cc1ccc(C(O)c2ccccc2Cl)c(C)c1 (stereo not drawn),98.8,83.9,108.5,89.6,89.5,122.3,112.3,103.0,90.3
COc1ccc2c(c1)c(-c1nc(N)nnc1-c1ccccn1)cn2C,99.7,100.9,112.0,78.9,94.7,122.6,84.7,107.2,75.8
Cc1c(C(=O)O)nnn1CC(N)=O,98.4,95.3,104.6,85.0,104.8,86.4,74.4,110.4,103.1
COc1cc(/C=N/NC(=O)c2ccccc2Nc2cccc(C(F)(F)F)c2)ccc1O,75.7,103.2,100.1,74.8,103.2,125.9,81.9,/,115.6
CC1=CC(Cc2ccccc2)N(C)C(C(N)=O)C1 (stereo not drawn),106.5,102.4,107.4,84.5,103.8,106.0,/,103.9,83.6
C=C[C@]1(C)CC2=C(C[C@@H]1O)[C@@]1(C)C(CC2=O)C(C)(C)CC[C@H]1O (stereo partly drawn),102.1,94.3,112.3,86.7,110.8,106.9,69.3,105.1,104.1

# Taken from the entries so far for reference:
SMILES,786-0,NCI-H322M,NCI-H460,UO-31,ACHN,TK-10,NCI-H522,RXF 393,CAKI-1
FC(F)(F)c1ccc2c(c1)C(c1cncnc1)=C1CCCN3Cc4ccccc4C123 (stereo not drawn),95.7,110.4,102.3,80.0,100.0,107.6,90.2,98.5,75.3
COc1cc2c(cc1OC)N(CCO)C1=C(C(=O)OC1)C2c1cccc(Br)c1 (stereo not drawn),92.4,95.4,103.6,86.3,93.5,94.1,50.3,86.0,96.3
Cn1c(=O)c2nc(CC(=O)c3ccccc3)c(=O)[nH]c2n(C)c1=S,103.3,97.0,100.0,70.9,94.6,152.7,87.3,97.3,80.0
O=C(/C=C/c1ccc(O)c(O)c1)NCC(=O)NC(Cc1ccccc1)C(=O)O (stereo not drawn),106.0,104.0,109.4,80.6,103.7,101.9,87.4,113.7,99.3
CC(C)(N)CO[C@H]1C[C@H]2CC[C@@]1(C)C2(C)C,97.6,96.5,97.8,91.8,100.2,105.3,92.4,87.6,97.0
CCCCCOc1cccc(/C=C2\N=C3SCCCN3C2=O)c1,88.7,88.9,107.6,80.5,97.9,97.3,75.7,115.6,98.3
Nn1c(-c2ccccn2)nn2c(=O)c3cnn(-c4ccccc4)c3nc12,101.8,102.8,106.4,82.7,99.2,107.0,87.2,119.9,83.1
Cc1ccc(C(O)c2ccccc2Cl)c(C)c1 (stereo not drawn),98.8,83.9,108.5,89.6,89.5,122.3,112.3,103.0,90.3
COc1ccc2c(c1)c(-c1nc(N)nnc1-c1ccccn1)cn2C,99.7,100.9,112.0,78.9,94.7,122.6,84.7,107.2,75.8
Cc1c(C(=O)O)nnn1CC(N)=O,98.4,95.3,104.6,85.0,104.8,86.4,74.4,110.4,103.1
COc1cc(/C=N/NC(=O)c2ccccc2Nc2cccc(C(F)(F)F)c2)ccc1O,75.7,103.2,100.1,74.8,103.2,125.9,81.9,/,115.6

# Reformatted: 2 of the compounds above.
smiles	786-0	NCI-H322M	NCI-H460	UO-31	ACHN	TK-10	NCI-H522	RXF 393	CAKI-1
CCCCCOc1cccc(/C=C2\N=C3SCCCN3C2=O)c1	88.7	88.9	107.6	80.5	97.9	97.3	75.7	115.6	98.3
Nn1c(-c2ccccn2)nn2c(=O)c3cnn(-c4ccccc4)c3nc12	101.8	102.8	106.4	82.7	99.2	107.0	87.2	119.9	83.1

# New compounds follow.
SMILES,786-0,NCI-H322M,NCI-H460,UO-31,ACHN,TK-10,NCI-H522,RXF 393,CAKI-1
O=C(N/N=C/c1ccc([N+](=O)[O-])cc1)c1ccccc1Nc1cccc(C(F)(F)F)c1,73.0,/,115.2,78.4,91.0,173.5,88.8,/,76.9
O=C(n1ccc2cc(OS(=O)(=O)c3ccc(C(F)(F)F)cc3)ccc21)C12CC3CC(CC(C3)C1)C2,98.3,99.4,100.9,77.5,100.6,99.1,87.8,94.8,71.1
COc1ccc(Nc2ncccc2C(=O)Nc2nc3ccc(F)cc3s2)cc1,86.8,91.1,85.3,99.6,87.7,111.3,75.8,144.9,74.1
COc1ccc(-c2csc(NC(=O)CSc3nc(-c4ccc(Cl)cc4)c(C#N)c(=O)[nH]3)n2)cc1,93.7,92.9,98.1,94.1,101.1,102.9,78.9,83.0,98.9
CN=C(NC)c1ccc(NC(=O)c2ccc(C(=O)Nc3ccc(C(=NC)NC)cc3)c(Cl)c2)cc1,113.3,103.1,97.3,82.6,107.7,113.4,82.3,121.6,75.1
COc1ccc([C@H]2[C@H](C(=O)Nc3cc(C)cc(C)c3)c3ccccc3C(=O)N2c2ccc(OC)cc2)cc1,92.4,97.5,88.4,93.2,93.0,102.4,43.3,/,90.6
OC1(C#CC#CC2(O)CCCCC2)CCCCC1,102.9,96.9,107.8,81.4,102.4,73.6,66.9,105.9,101.3
Cc1cc(-c2cn(Cc3ccc4c(Cl)cc(Cl)c(O)c4n3)nn2)ccc1F,101.1,102.3,102.1,84.7,82.9,82.2,67.3,92.8,72.4
CCOC(=O)C1O[N+]([O-])=C(c2ccc(OC)cc2)C1c1cccc(OC)c1 (stereo not drawn),104.7,105.1,108.5,80.8,105.5,100.4,95.2,/,91.0
Cn1c(=O)c2c(nc(CCCc3nc4c(c(=O)n(C)c(=O)n4C)n3C)n2C)n(C)c1=O,86.5,83.8,96.4,93.6,101.6,82.5,96.0,97.9,87.3
COc1cnc2c(c1)C(=O)c1c-2n(CCCN2CCN(CCO)CC2)c(=O)c2cc([N+](=O)[O-])ccc12,-85.4*,-20.4*,-75.7*,36.6,25.1,97.2,38.3,74.3,37.8
CCOC(=O)/C(C#N)=C\N1CCNc2ccccc21,101.3,94.6,114.6,86.8,105.6,104.8,96.6,97.5,91.6
CC(C)C1(c2ccccc2)NC(=O)NC1=O (stereo not drawn),106.5,108.0,110.3,85.0,106.7,104.4,92.3,123.5,89.4
CC(=O)Nc1cccc(OCc2ccc([N+](=O)[O-])cc2)c1,99.5,109.4,108.8,83.3,101.9,93.7,97.1,91.5,105.6
O=c1cc(O)n2ncnc2[nH]1,/,112.0,106.8,89.0,103.0,112.2,98.3,110.6,101.8
COc1ccc2c(c1)Cc1c-2cc(Br)c(N)c1Br,90.3,116.2,91.1,75.1,77.0,116.6,102.2,102.3,79.1
Oc1[nH]c(=S)sc1/C=C1\C=Nc2ccccc21,98.9,97.0,103.0,83.5,103.5,118.5,/,103.7,86.9
O=C(Cc1ccc2c(c1)CN(C1CCC(=O)NC1=O)C2=O)NCc1cccc2ccccc12 (stereo not drawn),-23.6*,-4.2*,45.7,-33.8*,-19.0*,18.0,-21.4*,/,7.7*
O=Cc1c(-c2ccc(F)cc2)nc2sc(-c3c[nH]c4ccccc34)nn12,105.7,93.8,97.4,78.6,91.4,111.7,91.8,111.7,82.8
CCCCCCCCCCCC(c1ccccc1)N(C)C (stereo not drawn),104.4,103.1,105.2,68.9,92.5,134.0,102.9,92.5,93.2
Cc1nc2cc[nH]n2c(=O)c1CCc1ccccc1,91.5,96.0,110.0,103.9,118.6,94.9,96.3,117.6,99.2
O=C(CSc1cc[n+](CCCCO)c2ccccc12)n1ccc2ccccc21,108.0,96.8,99.2,63.6,96.4,155.4,99.4,106.8,81.9
O=C(O)c1cn(C2CC2)c2cc(N3CCN(C(=O)CN4C(=O)S/C(=C\c5ccco5)C4=O)CC3)c(F)cc2c1=O,94.0,99.3,109.8,58.3,98.4,79.2,/,60.2,77.2
O=C(NCCNc1cc(-c2cn(-c3ccccc3)nc2-c2cccc(O)c2)ccn1)c1ccccc1,104.2,98.0,104.4,91.0,103.9,126.9,73.7,106.5,98.2
OCN(CO)c1nc(N(CO)CO)nc(N(CO)CO)n1,103.3,106.1,108.2,86.9,98.1,101.5,96.5,104.3,98.5
O=C1N=c2ccccc2=C/C1=C\c1sc(=O)[nH]c1O,96.8&101.7,102.9&101.8,105.5&108.3,76.0&88.9,103.0&108.7,109.3&102.3,83.2&83.6,110.5&121.8,96.6&100.3
CCN1CCN(c2nc(-c3ccccc3)c(C)c(C#N)c2C#N)CC1,97.4,89.7,99.5,83.9,101.3,100.7,98.4,105.9,96.3
O=C1Nc2ccccc2C1=NCCN1CCOCC1,105.2,100.6,100.3,63.5,91.1,135.7,93.0,110.1,80.0
COc1c(B(O)O)cccc1-c1nc2ccc3cn[nH]c3c2c2c1CCCC2,31.8,67.7,56.8,23.6,27.3,12.0,62.6,-30.3*,-11.3*
O=C(O)/C=C(\c1nc(-c2ccccc2)c(-c2ccccc2)[nH]1)c1cc(Cl)ccc1O,103.4,98.8,107.4,59.9,95.4,102.0,76.1,121.5,/
C=CCc1c[nH]c(=O)[nH]c1=O,95.8,86.1,101.0,86.0,89.2,99.9,87.6,94.4,74.5
O=C(c1ccc(C(F)(F)F)c(Cl)c1)N(Cc1ccc(Cl)cc1)c1ccc(-c2cc(C(F)(F)F)[nH]n2)c(O)c1,3.1*,14.4,6.8*,5.7*,3.0*,5.3*,-1.3*,-9.9*,1.2*

# Screening data deposited in PubChem BioAssay by NCI.
